# Assay outcomes as filed in PubChem BioAssay.
# AddAB inh: less growth of phage-infected E. coli with AddAB | AID 435030 | inhibition, % at 11.9 µM | 0.29% of 330,000 active | E. coli expressing H. pylori AddAB, absorbance growth; in the data active = inhibition above about 12%;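 also: 0% = vehicle wells of infected cells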
# phage Ecoli inh: E. coli growth loss with phage present; 0.26% of 360,000 active; growth absorbance; inhibition, % at 11.9 µM; in the data active = inhibition above about 11%
# Wnt act: Wnt/beta-catenin pathway activation; Wnt/beta-catenin reporter cell assay, activator, plate reader; activation, % at 9.35 µM; 1.2% of 300,000 active; AID 743398; in the data active = activation above about 30%, passing the limit was not always enough; inconclusive = no clear call, values can overlap the other calls;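 also: 0% = neutral control wells and 100% = positive control wells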
# E coli growth: reduces bacterial viability in AddAB counter-screen; E. coli V3065 growth, OD600 absorbance, 18 h; inhibition, % at 11.9 µM; 0.27% of 330,000 active;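 active = inhibition above the campaign's mean inhibition across all tested compounds plus 3 SD, cut at about 9.9% in these data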;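 also: uninfected addAB+ strain grown without phage in ampicillin broth; 0% = DMSO wells and 100% = ciprofloxacin 0.95 µg/ml wells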
# CAL PDZ FP: human CAL PDZ-peptide interaction inhibition; Q9HD26; purified CAL PDZ, TMR-peptide fluorescence polarization, 1 h; inhibition, % at 20 µM; 0.02% of 330,000 active; AID 504414;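 active = highest replicate inhibition of at least 40%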;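 also: plate controls were DMSO neutral control wells for no effect and unlabeled competitor peptide control wells for full effect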
#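 Material: tagged CAL PDZ domain; buffer or medium: 25 mM sodium phosphate pH 7.4, 150 mM NaCl, TCEP, IgG, Thesit; compound dosing: single point, 20 µM; schedule: 1 h incubation at room temperature before polarization reading; measured by: FP readout, S and P plane fluorescence; read-out basis: percent inhibition from loss of millipolarization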
# Rtt109 Vps75: blocks Candida albicans Rtt109/Vps75 acetyltransferase activity; Q5AAJ8; purified Rtt109/Vps75, ThioGlo CoA-SH fluorescence, 4 h; inhibition, % at 34.9 µM; 0.16% of 330,000 active;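 active = inhibition of at least 50% in every replicate; inconclusive = best replicate reaches 50% inhibition but some replicates fall short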
# Target sequence (Q5AAJ8 whole entry, looked up): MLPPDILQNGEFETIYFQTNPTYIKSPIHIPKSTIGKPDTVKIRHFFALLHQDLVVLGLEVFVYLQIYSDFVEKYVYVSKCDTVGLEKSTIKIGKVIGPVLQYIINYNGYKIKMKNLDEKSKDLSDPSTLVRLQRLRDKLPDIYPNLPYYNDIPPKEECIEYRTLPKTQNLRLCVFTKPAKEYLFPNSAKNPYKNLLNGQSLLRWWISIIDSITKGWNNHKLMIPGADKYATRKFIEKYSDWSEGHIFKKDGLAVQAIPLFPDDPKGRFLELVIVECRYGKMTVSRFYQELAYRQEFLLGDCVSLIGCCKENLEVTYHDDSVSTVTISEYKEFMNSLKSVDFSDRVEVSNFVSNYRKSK
# Tat transport: blocks Tat-dependent protein export in E. coli. inhibition, % at 10 µM. E. coli MC4100 TorA-mCherry Tat export, fluorescence. AID 488895. 0.036% of 340,000 active;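 active = mean replicate inhibition at least 50% and at least half of replicates individually reaching 50%; inconclusive = only one of the two criteria met; inactive = neither criterion met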;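 also: exported cargo escapes ClpAP degradation while cytoplasmic cargo is degraded and loses fluorescence; 0% = median of neutral control wells and 100% = median of NaSCN control wells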
# DAGLB inhibitor: blocks human DAGLB lipase activity; inhibition, % at 5.17 µM; 0.059% of 340,000 active; AID 504411; HEK293T DAGLB membrane lysate, EnzChek fluorogenic substrate; Q8NCG7; in the data active = inhibition above about 34%;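 also: 0% = enzyme with vehicle and 100% = wells lacking enzyme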
# Target sequence (Q8NCG7 whole entry, looked up): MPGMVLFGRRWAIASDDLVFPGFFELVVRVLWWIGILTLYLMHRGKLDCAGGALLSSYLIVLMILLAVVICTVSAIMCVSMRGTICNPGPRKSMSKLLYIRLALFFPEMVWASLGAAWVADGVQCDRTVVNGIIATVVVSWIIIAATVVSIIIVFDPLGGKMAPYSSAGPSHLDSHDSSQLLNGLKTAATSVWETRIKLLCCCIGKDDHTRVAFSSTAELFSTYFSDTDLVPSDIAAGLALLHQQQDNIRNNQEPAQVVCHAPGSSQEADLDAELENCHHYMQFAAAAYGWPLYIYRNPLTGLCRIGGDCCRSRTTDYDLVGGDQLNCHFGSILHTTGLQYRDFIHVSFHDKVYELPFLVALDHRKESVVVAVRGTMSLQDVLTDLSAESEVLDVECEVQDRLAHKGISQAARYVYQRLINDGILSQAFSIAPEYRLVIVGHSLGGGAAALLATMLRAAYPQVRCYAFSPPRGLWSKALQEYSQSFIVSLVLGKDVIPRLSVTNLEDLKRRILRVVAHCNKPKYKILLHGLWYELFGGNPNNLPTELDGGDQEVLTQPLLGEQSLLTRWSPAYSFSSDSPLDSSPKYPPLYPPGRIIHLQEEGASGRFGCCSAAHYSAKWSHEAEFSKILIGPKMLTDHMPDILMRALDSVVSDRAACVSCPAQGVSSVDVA
# PvdQ acylase: blocks Pseudomonas aeruginosa PvdQ acylase activity; purified PvdQ acylase, fluorescence plate reader; inhibition, % at 10 µM; 0.063% of 340,000 active; AID 488965; in the data active = inhibition above about 30%, passing the limit was not always enough; inconclusive = no clear call, values can overlap the other calls;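 also: 0% = vehicle neutral wells and 100% = reference inhibitor wells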
# PfHsp90 yeast 2: inhibits growth of yeast expressing Plasmodium falciparum Hsp90. S. cerevisiae expressing PfHsp90, BacTiter-Glo ATP, 48 h; yeast lacking PDR1 and PDR3 efflux regulators. inhibition, % at 9.4 µM. 0.32% of 310,000 active;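 active = every replicate shows inhibition above about 80%, whatever the replicate mean, limit read from the data; inconclusive = mean inhibition reaches the set limit but some replicate falls short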;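 also: 0% = DMSO neutral controls and 100% = 20 µM radicicol positive controls; yeast relying on Plasmodium falciparum Hsp90 in place of its own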
# An asterisk follows results filed as active; ? = inconclusive; . = not tested or not shown.
compound,AddAB inh,phage Ecoli inh,Wnt act,E coli growth,CAL PDZ FP,Rtt109 Vps75,Tat transport,DAGLB inhibitor,PvdQ acylase,PfHsp90 yeast 2
CCCCc1ccc(NC(=O)N2CCN(c3cc(C)nc4ccccc34)CC2)c(C)c1,-1.3,.,.,-4.1,-0.4,2,-8,-2,4,-5
CCC(OC(=O)c1ccco1)C(=O)NCc1ccc(C)cc1 (configuration not stated),2.2,2.6,.,-3.0,.,-17,0,4,-8,.
CC1Cc2cc(S(=O)(=O)N3CCN(c4ccccc4)CC3)ccc2N1C(=O)C1CC1 (configuration not stated),1.0,4.5,-3,0.7,-1.3,4,2,2,-14,-22
C=CCOc1cccc(/C=N/NC(=O)CC(=O)NC2CCCCC2)c1,1.6,-0.8,1,0.5,-2.2,9,-6,-1,5,-5
CC(=O)c1sc(NC(=O)C2CCN(c3ncnc4sc(C)c(C)c34)CC2)nc1-c1ccccc1,0.2,-3.5,-3,1.5,-2.0,-7,5,2,-5,-12
CCc1cc(=O)oc2c3c(cc(OCC(=O)NCc4ccco4)c12)OC(C)(C)CC3,2.7,.,.,0.0,-3.7,1,16,-6,-8,-17
CN(Cc1ccccc1)C(=O)N1CCOCC1,1.8,0.8,5,3.5,1.7,5,?,-1,6,-28
O=[N+]([O-])c1cccc(-c2n[nH]c(=S)n2-c2ccc(Br)cc2)c1,0.9,3.0,-2,0.7,-2.2,4,2,2,6,-5
Cc1occc1C(=O)Nc1ccc(S(N)(=O)=O)cc1,0.6,4.9,-1,-3.4,0.1,-5,0,1,-17,3
CC(CCc1ccccc1)NC(=O)c1cccc(F)c1 (configuration not stated),-0.7,1.6,-3,-2.1,-0.2,-7,0,-2,-7,-98
S=C(Nc1ccccc1)N1CCN(c2ccccc2)CC1,.,0.8,-3,.,-0.7,4,-7,-8,-16,.
CCCCN(C)Cc1c(C)[nH]c2c(ccc3ccccc32)c1=O,-0.2,3.8,-3,0.7,-1.3,3,-9,-1,-1,-9
Cc1ccc(/C=C/C(=O)Nc2cc(C)on2)cc1,-1.5,3.2,35*,0.1,-1.2,1,3,-1,-12,-12
Cc1c(NC(=S)NC(=O)c2cccc(Br)c2)c(=O)n(-c2ccccc2)n1C,1.9,2.3,3,1.9,-1.0,6,1,1,3,2
COCCOC(=O)c1c(NC(=O)COC(=O)Cc2cccc(OC)c2)sc(C(N)=O)c1C,2.9,1.1,2,-1.1,-4.9,-3,-10,-3,-10,-27
COc1ccc(-c2ccc(CCC(=O)O)n2NC(N)=O)cc1,0.8,0.6,5,0.2,-1.9,-19,-2,0,-4,19
CCOc1ncccc1C(=O)Nc1cccc(S(=O)(=O)N2CCCCC2)c1,1.9,3.6,-4,1.2,0.5,-6,0,-1,-3,-11
Cc1cc2cc(CN(Cc3ccco3)C(=O)NCc3ccccc3)c(=O)[nH]c2cc1C,-0.1,1.8,-1,-0.8,-0.8,8,8,5,-10,7
COc1ccc(NC(=O)c2ccc(-n3cccn3)nc2)c(OC)c1,6.3,2.3,1,4.2,-1.2,0,0,-1,-5,-6
COc1cc(CNc2ccc(N3CCOCC3)c(C(=O)O)c2)ccc1OCC(N)=O,2.5,0.9,-3,-1.7,-0.7,-5,6,0,11,15
COc1ccc(OC)c2[nH]c(=O)c(CCNC(=O)C3CCCCC3)cc12,3.6,2.5,.,1.3,-0.4,3,-7,-1,10,-23
CC(C)C[C@@H](CNCC(=O)[C@H](C)NC(=O)c1[nH]cnc1C(=O)N[C@@H](C)CN)NC(=O)c1nc[nH]c1C(=O)N[C@@H](Cc1ccccc1)C(=O)O,.,3.1,-1,.,-0.9,6,-5,0,-2,-22
O=C(c1cccnc1)N(Cc1ccccc1)c1ccccc1,3.5,.,1,0.7,-0.2,9,8,-3,-8,.
C#CCn1c(CCNC(=O)c2ccco2)nc2ccccc21,1.1,2.4,-1,0.1,-2.0,20,-3,0,8,-3

# Whole records, looked up by structure. Order of values: AddAB inh | phage Ecoli inh | Wnt act | E coli growth | CAL PDZ FP | Rtt109 Vps75 | Tat transport | DAGLB inhibitor | PvdQ acylase | PfHsp90 yeast 2
# Cc1ccc(/C=C/C(=O)Nc2cc(C)on2)cc1 as listed: -1.5 | 3.2 | 35* | 0.1 | -1.2 | 1 | 3 | -1 | -12 | -12
# Cc1cc2cc(CN(Cc3ccco3)C(=O)NCc3ccccc3)c(=O)[nH]c2cc1C as listed: -0.1 | 1.8 | -1 | -0.8 | -0.8 | 8 | 8 | 5 | -10 | 7

# Additional structures.
compound,AddAB inh,phage Ecoli inh,Wnt act,E coli growth,CAL PDZ FP,Rtt109 Vps75,Tat transport,DAGLB inhibitor,PvdQ acylase,PfHsp90 yeast 2
COc1ccccc1C1=NOC(COc2ccc3c(C)cc(=O)oc3c2)C1 (configuration not stated),4.3,2.3,-2,0.7,-1.4,1,-8,.,-6,-2
COc1ccc(Cn2c(C)c(C)c(C#N)c2NC(=O)Nc2cccc(Cl)c2)cc1,0.3,-0.9,.,2.5,-0.2,-2,9,-5,-5,9
O=C(N/N=C/c1ccc([N+](=O)[O-])o1)c1cc2ccccc2o1,8.1,4.8,9,7.6,-0.6,-7,-6,-1,-9,3
Cc1ccc(CC(=O)OCC(=O)NC2CCCC(C)C2C)cc1C (configuration not stated),-3.6,1.1,.,-1.4,-0.2,12,-7,-4,-4,17
COc1ccc(OC)c(C(=O)COC(=O)C2CC3CCCC(C2)C3=O)c1 (configuration not stated),0.6,3.5,.,-0.6,0.0,-2,-13,-1,-4,-2
COc1ccccc1C(=O)Nc1ccc(N2CCN(Cc3ccccc3)CC2)cc1,1.6,3.0,.,2.3,.,10,0,-2,-10,9
COc1cccc(CN2CCN(Cc3nc4c(s3)CCCC4)CC2CCO)c1 (configuration not stated),-0.3,1.1,1,-2.0,-2.0,0,-9,-1,-8,1
C[C@@H](C(=O)NCC1CC1)[C@H]1C[C@]1(C)[C@H](NC(=O)OCc1ccccc1)c1ccccc1,2.4,3.2,4,1.9,-0.2,-4,7,-7,3,-2
O=C(CN1CCCCC1)Nc1scc2c1c(=O)oc1ccccc12,-0.9,-1.3,38*,-1.6,-0.6,.,5,-3,11,-8
Cn1c(SCC(=O)Nc2cccc3ccccc23)nc(O)cc1=O,1.8,0.9,0,-0.5,-1.5,2,-1,3,-15,24
COCCNC(=O)c1ccc(CSc2nc3ccccc3s2)cc1,0.4,1.4,14,1.9,-3.9,14,1,-2,5,-6
O=C(Nc1ccccc1)C1CCCN(C(=O)c2ccc(Cl)cc2)C1 (configuration not stated),-0.3,5.0,-11,-1.6,-3.7,.,2,-3,5,-3
O=C(CCC(=O)OCC(=O)c1ccc(F)cc1)NC1CCCCC1,3.5,3.2,-6,3.0,-3.0,-6,6,2,-4,11
CCn1c2ccccc2c2nc3cc(OC)c(OC)cc3nc21,2.8,1.4,14,-0.5,.,3,0,-2,6,.
O=C(CN1C2CCCC1CC(NC(=O)c1ccccc1)C2)Nc1ccccc1 (configuration not stated),1.2,0.7,0,0.1,-0.6,1,5,-2,-8,2
CCCc1cc(=O)oc2cc(C)cc(OC(C)C(=O)NCc3ccncc3)c12 (configuration not stated),3.0,3.8,-1,-1.5,-1.6,5,0,2,-15,-41
CN(CC(=O)Nc1ccc(Cl)cc1)CC(=O)Nc1cc(Cl)ccc1C#N,3.5,2.8,0,-0.8,-2.3,3,1,-6,4,-3
O=C(Nc1ccc2c(c1)OCO2)c1c(Cl)nc2sccn12,0.6,2.5,.,1.7,-0.6,2,2,-2,-8,-28
CC(Sc1ccsc1[N+](=O)[O-])C(=O)N1CCN(c2ccccn2)CC1 (configuration not stated),1.7,1.5,-4,0.3,-2.2,1,?,2,-9,-13
N#C/C(=C\c1ccc(-c2ccc([N+](=O)[O-])cc2Br)o1)C(=O)N1CCN(c2ccccc2)CC1,0.6,4.7,-6,-0.6,-2.0,14,-2,-1,-2,-3
CC1Cn2c(nc3sc4c(c3c2=O)CC(C)(C)OC4)N1CCO (configuration not stated),.,2.8,1,.,-0.4,0,-2,0,-9,1
CCOC(=O)c1[nH]c2ccc(OCC)cc2c1NC(=O)CN1CCN(c2ccccc2)CC1,1.5,-0.6,.,-2.4,-0.7,-1,-5,0,-9,3
O=C(CCCC(=O)N(CC(=O)NC1CCCCC1)Cc1ccc2c(c1)OCO2)Nc1ccccn1,3.6,4.6,.,-0.5,0.2,5,30,3,7,4
COC(=O)c1cc(S(=O)(=O)N2CCOCC2)ccc1Sc1ccccc1N,-0.1,1.1,.,1.6,0.5,13,-12,-3,10,-11
COC(=O)c1ccccc1NC(=S)NC(=O)c1ccc2c(c1)OCO2,.,0.6,1,.,-1.9,6,10,-5,8,8
O=C(N/N=C/c1ccccc1C(=O)O)C(=O)N1CCCCC1,-1.6,4.0,-3,0.0,0.2,-7,-4,1,9,-7
CCCSc1nnc(-c2ccccc2NC(=O)CC)c(=O)[nH]1,2.7,1.4,2,-2.4,-3.0,1,1,-1,5,1
COC(=O)c1cc2c(N)c(C(=O)c3ccc(Cl)cc3)sc2nc1C(OC)OC,-0.6,-0.8,-2,-1.9,0.1,-2,0,-6,-4,-13
CCC(=O)N=c1sc2ccccc2n1-c1ccccc1,1.9,4.3,-1,-4.4,0.2,-2,5,-6,-15,7
CSCCC(NC(=O)c1ccco1)C(=O)N1CC(C)OC(C)C1 (configuration not stated),2.1,2.0,-2,4.2,-0.3,1,4,1,-11,-6
CCOc1cc(/C=N/NC(=O)c2cccs2)cc([N+](=O)[O-])c1O,.,5.7,1,.,-1.6,1,-3,3,3,-98
O=c1oc(-c2ccccc2NS(=O)(=O)c2ccc3ccccc3c2)nc2ccccc12,-1.2,4.2,.,1.4,-0.6,-1,-5,11,-4,10
Cc1cc(=O)[nH]c(-n2ncc(C#N)c2N)n1,-0.6,3.1,0,0.8,1.2,2,-2,1,2,15
O=C(NC(c1ccccc1)C(Cl)(Cl)Cl)c1ccccc1 (configuration not stated),2.9,1.6,-5,2.9,0.2,-6,1,-3,4,-23
CC(=O)NC(C)CCc1ccccc1 (configuration not stated),0.5,1.1,2,2.8,-0.9,1,-3,-1,-17,14
O=C(O)c1ccc(N/N=C/c2c[nH]c3ccccc23)cc1,-1.7,1.3,-1,-0.9,1.0,-15,3,-6,-7,-8
O/N=C(/c1ccccc1)c1cc2cc(Br)cc(Br)c2o1,-0.6,1.4,-2,-0.2,-1.4,-2,-12,-9,-12,-12
CCCCN(CCCNC(=O)Cn1nc(CC)n2c(cc3sc(C)cc32)c1=O)Cc1ccccc1,0.1,0.0,-1,-1.0,-2.8,8,3,-1,-6,-3
O=C(/C=C/c1ccc2c(c1)OCO2)NCCCN1CCOCC1,2.4,2.2,.,-2.0,-0.2,-10,-3,1,-1,.
CC(OC(=O)Cc1ccccc1[N+](=O)[O-])C(=O)Nc1ccc(Cl)cn1 (configuration not stated),2.4,4.4,1,3.8,-0.9,-4,20,-4,-11,3
O=S(=O)(c1ccc2nc(N3CCN(c4ccccc4)CC3)ccc2c1)N1CCCCC1,0.7,-0.7,5,-1.9,-1.7,3,-2,0,8,12
CC(=O)Nc1ccc(Oc2cnc3ccccc3n2)cc1,1.6,2.7,1,-0.6,-0.9,-1,1,2,-1,6
